RGS8-Gao reg: regulators of human RGS8-Galphao interaction; response (percent of control binding), % at 10 µM; multiplexed bead flow cytometry, RGS8-Galphao binding; actives lie on both sides; AID 1423; hit rate 0.34% among 220,000; in the data active means response below about 60% or above about 140%; inactive means in between;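 further: Galphao activated as the GDP aluminium fluoride complex binding bead-coupled RGS8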
Target sequence (P09471 whole entry, looked up): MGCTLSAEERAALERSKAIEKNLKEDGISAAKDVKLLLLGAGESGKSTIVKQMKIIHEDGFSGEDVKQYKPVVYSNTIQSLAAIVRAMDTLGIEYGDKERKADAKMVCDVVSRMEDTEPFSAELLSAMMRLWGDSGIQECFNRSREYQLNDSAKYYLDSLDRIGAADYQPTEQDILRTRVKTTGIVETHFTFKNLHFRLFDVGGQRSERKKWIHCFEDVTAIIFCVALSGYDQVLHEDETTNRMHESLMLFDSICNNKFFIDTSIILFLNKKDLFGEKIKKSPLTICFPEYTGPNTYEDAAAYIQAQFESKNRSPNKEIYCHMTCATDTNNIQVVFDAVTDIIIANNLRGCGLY
RGS7-Gao reg: modulates binding of RGS7 to human Galphao; P09471; Multiplexed bead flow cytometry; actives lie on both sides; binding response (% of control), % at 10 µM; hit rate 0.35% among 220,000; AID 1439; in the data active means binding response below about 49% or above about 150%; inconclusive means no clear call, values can overlap the other calls; inactive means in between;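 further: fluorescent Galphao held in activated GDP-AlF4 state binding bead-coupled RGS7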
RGS4-Gao reg: human RGS4-Galphao interaction regulation. P09471. binding response (% of control), % at 10 µM. Multiplexed bead flow cytometry, RGS4-Galphao binding; actives lie on both sides. hit rate 0.33% among 220,000. AID 1415; in the data active means binding response below about 49% or above about 150%; inactive means in between;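 further: fluorescent Galphao activated with aluminum fluoride binding bead-coupled RGS4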
* marks the source's active call; other numbers are inactive results; ? = inconclusive; · = not tested or not shown. An excerpt, so the mix of outcomes need not match the whole.

SMILES	RGS8-Gao reg	RGS7-Gao reg	RGS4-Gao reg
O=C(NC(=O)N1CCCC1)c1csnn1	96	?	94
COC(=O)[C@H](CC(C)C)NC(=O)NCc1ccc(Cl)cc1	102	?	102
CCOC(=O)c1ccccc1NC(=O)CSc1nc(N)cc(=O)[nH]1	104	?	104
CSc1nc(=S)cc(C)[nH]1	95	?	97
CCn1c(Cl)c(C=O)s/c1=N\S(=O)(=O)c1ccccc1	97	·	102
Cc1ccc(C(=O)OCC(=O)NC(=O)c2cccn2C)cc1[N+](=O)[O-]	100	?	96
CC1CCC2(CC1)NC(=O)N(CC(=O)NCc1ccc3c(c1)OCO3)C2=O (stereo unspecified)	105	?	104
O=C(NNc1ccccc1)/C(=C\c1cccnc1)NC(=O)c1ccccc1	103	?	109
CCOC(=O)C(=CNc1ccc(C(F)(F)F)cc1Cl)C(=O)OCC	103	?	102
Clc1ccc2c(c1)-c1[nH]ncc1CS2	104	?	108
CCn1cc(C(=O)O)c(=O)c2cnc(N3CCN(C(=S)NC(=O)c4ccccc4Cl)CC3)nc21	100	?	101
COc1cc(C(=O)Nc2ccncc2)c([N+](=O)[O-])cc1OC	104	?	105
CCCCCNc1nc2sc3c(c2c(=O)n1-c1cccc(Cl)c1)CCN(C)C3	99	?	98
O=c1c(O)cccc2cc(O)c(O)c(O)c12	74	?	79
C/C(=N/N1CCN(Cc2cccc3ccccc23)CC1)c1ccco1	102	?	103
CNC(=O)NC(=O)Cn1nc2n(c1=O)-c1ccccc1SC2	101	?	102
N=C1/C(=C\c2coc3ccccc3c2=O)C(=O)N=C2SC=CN12	103	?	104
COc1ccc(CCN2C(=NC(C)=O)SC3CS(=O)(=O)CC32)cc1OC (stereo unspecified)	91	?	81
C/C=C\C(=O)Nc1cccc(C2=NOC3(C2)C[C@@H](C(N)=O)N(C(=O)c2ccccc2)C3)c1 (stereo partly specified)	103	?	107
c1csc(-c2nc3ccccc3s2)c1	98	?	100
COC(=O)c1ccc2c(=O)n(CC3CCCO3)c(SCC(=O)Nc3ccc(OC)cc3OC)nc2c1 (stereo unspecified)	103	?	101
COc1ccc2nc(N3C(=O)CNC3=S)sc2c1	105	?	110
CC(C)Nc1ccc(Cl)cc1[N+](=O)[O-]	101	?	103
Cc1ccccc1N1CCN(C(=S)c2ccc(-c3ccc([N+](=O)[O-])cc3)o2)CC1	98	?	102
COc1ccc(NC(=O)CSc2nnc(-c3cccnc3)n2C)cc1	103	?	103
Cn1nc(C(F)(F)F)cc1-c1ccc(/C=C(\C#N)C(=O)c2ccccc2)s1	99	?	89
Cc1cc(-c2cc(-c3ccccc3)on2)nc(NCC2CC2)n1	105	?	108
COC(=O)c1sccc1S(=O)(=O)Nc1ccc(C)cc1	105	?	101
CC1CC(NC(=O)/C=C/C(=O)O)CC(C)(C)C1 (stereo unspecified)	100	?	115
OC(CNCc1ccc2c(c1)OCO2)COc1ccc(F)cc1 (stereo unspecified)	103	?	105
COC(=O)c1sc(-c2ccc(Cl)cc2)cc1N	101	?	104
CC1(C)CC(=O)C2=C(C1)Nc1ccccc1[S@]2=O	89	?	86
C/C(Cc1ccccc1)=N\NC(=O)CNC(=O)COc1cccc(C)c1	100	?	99
CCOc1ccc2nc(N3C(=O)CNC3=S)sc2c1	103	?	96
CSc1cccc(NC(=O)NCc2cccc(CNC(=O)Nc3cccc(SC)c3)c2)c1	104	?	107
CN(C)CC(c1ccccc1)c1ccccc1	102	?	97
NS(=O)(=O)c1ccc(NC(=O)COC(=O)CCc2ccccc2)cc1	101	?	109
COC(=O)c1cc(S(=O)(=O)NCc2ccc(S(N)(=O)=O)cc2)oc1C	102	?	101
CC(=O)OCC(=O)C1(O)CCC2C3CCC4=CC(=O)C=CC4(C)C3C(O)CC21C (stereo unspecified)	98	·	102
COc1ccc(-c2noc(CN3CCCC(OCc4ccccn4)C3)n2)cc1 (stereo unspecified)	101	?	100
COC(=O)C1=C(C(=O)OC)[C@@H]2N(C)c3ccccc3[C@@]23C[C@@H](C(=O)OC)N(C(=O)COCc2ccccc2)C3=N1	93	?	90
COc1ccc(/C(O)=C2/C(=O)C(=O)N(c3ccccn3)C2c2ccc(OC)c(OC)c2)cc1 (stereo unspecified)	94	?	86
O=C(N/N=C/c1cc2cc3c(cc2nc1Cl)OCO3)c1ccncc1	105	?	105
CC(=O)c1csc(COc2ccccc2)n1	102	?	96
O=C(Nc1ccc(F)cc1)c1ccc(CSc2ccc(Cl)cc2)o1	97	?	93
Cc1cccc(NC(=O)c2ccco2)c1C(=O)O	107	?	109
NC(=O)C1CCCNC1 (stereo unspecified)	98	?	101
COc1ccc(CCN(C)CC(=O)Nc2cc(C)nc3ccccc23)cc1OC	103	?	102
CCCCC(C(=O)O)C(C)CC(=O)Nc1nccs1 (stereo unspecified)	99	?	99
COc1ccc(NC(=O)c2ccc(CNc3c(N4CCCC4)c(=O)c3=O)cc2)cc1Cl	115	?	118
Cc1sc2ccccc2[n+]1CC(=O)O	89	?	89
CC(=O)Nc1ccc(NC(=O)CSc2ccc([N+](=O)[O-])cn2)cc1	101	?	97
Cc1[nH]c2ccccc2c1/C=N/Nc1cccc(C(=O)O)c1	98	?	100
CC1S/C(=N/N=C/c2ccco2)N(Cc2ccccc2)C1=O (stereo unspecified)	105	?	107
CCOC(=O)C1=C(N)c2ccccc2CC1C1CCCC1 (stereo unspecified)	98	?	82
COc1ccccc1CNc1ncnc2c1cnn2-c1ccccc1	100	?	100
CC1(C)Cc2nc(-c3ccccc3)nc(SCC(O)CO)c2CO1 (stereo unspecified)	97	?	96
CCOC(=O)CNC(=O)c1sc(NC(=O)/C=C/c2ccccc2)nc1C	100	?	98
CC1=CC(C)(C)n2c(O)c(N=N)c3c(C)c(C)cc1c32	99	?	100
Cc1onc(-c2c(Cl)cccc2Cl)c1C(=O)NNc1ccccc1	102	?	102
Further entries follow.
SMILES	RGS8-Gao reg	RGS7-Gao reg	RGS4-Gao reg
O=C(NCc1nc2ccccc2[nH]1)C1=C[C@@H](C2CCCCC2)C[C@@H](OCCCCO)O1	103	?	101
COC(=O)c1ccc(C23CC4(C2)[C@H](CN(Cc2ccc(-c5ccccc5)cc2)[C@@H]4c2ccccc2)C3c2ccc(Cl)nc2)cc1 (stereo partly specified)	102	?	104
O=[N+]([O-])c1cnc2ccccn12	102	?	104
Cc1ccccc1NC(=O)CSc1nc(O)cc(=O)n1C	99	?	100
CCOC(=O)c1cnc(COc2ccccc2Cl)[nH]c1=O	101	?	88
COC(=O)c1ccc(S(=O)(=O)N2CCCCCC2)n1C	100	?	96
O=C(NNC(=O)c1ccc([N+](=O)[O-])cc1)NC1CCCCC1	98	?	99
CC1(C)Cc2ccccc2-c2nc(NCCCO)[nH]c(=O)c21	101	?	101
O=C1NN(c2cccc(Br)c2)C(=O)/C1=C/c1ccc(-c2cc([N+](=O)[O-])ccc2O)o1	101	?	104
COc1ccccc1/C=C/C=N/n1c(-c2ccc(Cl)cc2)n[nH]c1=S	96	?	93
CC(=O)Nc1cccc(-n2nnc(SCC(=O)Nc3ccccc3)n2)c1	98	?	90
Cc1ccc(-c2ccc([C@H]3[C@H]4C=CC[C@@H](C)[C@@H]4C(=O)N3Cc3ccccc3)c(F)c2)cc1	104	?	108

Next part, overlapping the part above by 2 compounds.
SMILES	RGS8-Gao reg	RGS7-Gao reg	RGS4-Gao reg
CC(=O)Nc1cccc(-n2nnc(SCC(=O)Nc3ccccc3)n2)c1	98	?	90
Cc1ccc(-c2ccc([C@H]3[C@H]4C=CC[C@@H](C)[C@@H]4C(=O)N3Cc3ccccc3)c(F)c2)cc1	104	?	108
Cc1ccccc1-c1ccc(/C=C2/SC(N3CCOCC3)=NC2=O)o1	100	?	100
CC1CCN(c2ccc([N+](=O)[O-])c(SCCO)c2)CC1	88	?	84
CCOc1cc(C2/C(=C(/O)c3ccc(OC)cc3)C(=O)C(=O)N2CC2CCCO2)ccc1O (stereo unspecified)	102	?	101
COc1ccc(/C=C/c2nnc(NC(=O)CSc3ccc(C)cc3)s2)cc1	111	?	106
CC1(C)c2ccccc2N(CC(N)=O)C12C=Cc1ccccc1O2 (stereo unspecified)	98	?	98
O=C(Oc1c(-c2ccccc2)c(=O)n2c3c(cccc13)CC2)c1ccc(Cl)cc1	93	?	84
COc1cccc(/C=C2\SC(=S)N(C(C(=O)O)c3ccccc3)C2=O)c1OC (stereo unspecified)	98	?	100
COCCn1c(-c2cccc(Br)c2)nc2c(c(=O)c3ccccc3n2C)c1=O	106	?	96
CCOC(=O)c1c([N+](=O)[O-])c(C)[nH]c(=O)c1C#N	103	?	98
Cn1nc(C(F)(F)F)c(-c2ccc(F)cc2)c1NC(=O)Nc1ccc(F)cc1	101	?	107
COc1ccc(CC(=O)n2[nH]c(=O)ccc2=O)cc1OC	93	?	94
NNC(=O)c1ccc(Cn2cccn2)o1	103	?	109

Reprinted from the results shown (3 entries):
SMILES	RGS8-Gao reg	RGS7-Gao reg	RGS4-Gao reg
Cn1nc(C(F)(F)F)c(-c2ccc(F)cc2)c1NC(=O)Nc1ccc(F)cc1	101	?	107
COc1ccc(CC(=O)n2[nH]c(=O)ccc2=O)cc1OC	93	?	94
NNC(=O)c1ccc(Cn2cccn2)o1	103	?	109

(list continues)
SMILES	RGS8-Gao reg	RGS7-Gao reg	RGS4-Gao reg
Nc1cc(=O)[nH]c(SCC(=O)N2N=C(c3ccc4ccccc4c3)CC2c2ccccc2)n1 (stereo unspecified)	99	?	102
Nc1nnn(CC(=O)N/N=C/c2cn[nH]c2-c2ccccc2)n1	105	?	109
NC(=O)[C@H]1CC2(CC(c3cccc(NC(=O)CC(c4ccccc4)c4ccccc4)c3)=NO2)CN1C(=O)C(c1ccccc1)c1ccccc1 (stereo partly specified)	98	?	96
CC1(C)Cc2c(C#N)c(NCCO)nc(-c3ccco3)c2CO1	103	?	107
CCn1c(O)c(N=Nc2ccc(Cl)c(C(=O)O)c2)c2ccccc21	102	?	99
Cc1nnc(N/N=C/c2cccs2)[nH]c1=O	101	?	103
COc1cc(/C=C(/C#N)C(=O)Nc2ccccc2)c(Br)cc1OCc1ccc(C(=O)O)cc1	84	?	83
CN(C)CCOC(=O)C12CC3CC(C1)CC(C(=O)OCCN(C)C)(C3)C2	102	?	106
COc1ccc(N2C(=O)C3C(C2=O)C(C(=O)c2ccc(Cl)cc2)N2CCCC32)cc1 (stereo unspecified)	101	?	93
CCCCCc1ccc(S(=O)(=O)Nc2cc(C)ccn2)cc1	101	?	102
COC(=O)c1cncc(C)c1	102	?	98
CN(C(=O)COC(=O)c1cc(-c2ccco2)nc2ccccc12)C1CCS(=O)(=O)C1 (stereo unspecified)	91	?	86

Arranged by length of the SMILES (falling): part of the list above
SMILES	RGS8-Gao reg	RGS7-Gao reg	RGS4-Gao reg
Nc1cc(=O)[nH]c(SCC(=O)N2N=C(c3ccc4ccccc4c3)CC2c2ccccc2)n1 (stereo unspecified)	99	?	102
COc1cccc(/C=C2\SC(=S)N(C(C(=O)O)c3ccccc3)C2=O)c1OC (stereo unspecified)	98	?	100
O=C(Nc1ccc(F)cc1)c1ccc(CSc2ccc(Cl)cc2)o1	97	?	93
CNC(=O)NC(=O)Cn1nc2n(c1=O)-c1ccccc1SC2	101	?	102
COC(=O)c1cncc(C)c1	102	?	98

Further results.
SMILES	RGS8-Gao reg	RGS7-Gao reg	RGS4-Gao reg
Cc1c(-c2ccccc2Cl)nc2ccccc2c1C(=O)O	106	?	100
C=C(C)C(=O)Nc1cccc(C2=NOC3(C2)C[C@H](C(N)=O)N(C(=O)c2ccccc2)C3)c1 (stereo partly specified)	99	?	97
O=C(O)/C=C/c1cn(Cc2ccccc2)nc1-c1cccnc1	99	?	98
Cc1cc2nc(-c3ccccc3)cc(=O)n2[nH]1	96	?	91
COc1ccc(C)cc1NC(=O)c1ccc(NS(=O)(=O)c2cccc3cccnc23)cc1	104	?	104
COc1ccc(CCNC(=O)/C(C#N)=C2\N=C(NC(=O)c3ccco3)c3ccccc32)cc1	100	·	97
O=C1CNC(=S)N1CCc1ccc(Cl)cc1	100	·	101
COC(=O)C1C(O)CCC2CN3CCc4c([nH]c5ccccc45)C3CC21 (stereo unspecified)	101	?	102
CCCN(CCC)S(=O)(=O)c1cccc(-c2csc(C)n2)c1	104	?	102
CCCN1C(=O)CC(Sc2ncccc2C(=O)O)C1=O (stereo unspecified)	105	?	108
COC(=O)[C@@H]1C[C@@]2(O)[C@@H](O)[C@@H](O)[C@@H](O)C[C@H]2N1CC(c1ccccc1)c1ccccc1	102	?	106
Cc1cc([N+](=O)[O-])cc(/C=N\NC(=O)C2COc3ccccc3O2)c1O (stereo unspecified)	98	?	98
COc1ccc(CN2C(=O)C(C)S/C2=N/N=C/c2ccco2)cc1 (stereo unspecified)	101	?	101
CC1(C)CC2(C)OCCN2C(=S)N1 (stereo unspecified)	100	?	92
COc1ccc(OC)c(-n2c(-c3ccn[nH]3)n[nH]c2=S)c1	99	?	97
Cc1cccn2c(=O)c(C=O)c(N3CCC4(CC3)OCCO4)nc12	103	?	105
CN(C)C(=O)c1nc2ccc(Cl)cn2c1CNCc1cccc(OC(F)(F)F)c1	103	?	105
COc1cc([N+](=O)[O-])cc(/C=N\NC(=O)C2COc3ccccc3O2)c1O (stereo unspecified)	93	?	92
O=C(CCC1CCCN(Cc2ccc3c(c2)OCCO3)C1)NCc1ccccc1F (stereo unspecified)	94	?	93

Compound activity as filed in PubChem BioAssay.
